Source: PubChem BioAssay
NR3A LBD binder: modulators (binders) of human NR3A ligand-binding domain; 340,000 compounds, 2.5% hits; Tm shift relative to glycine control, % at 25 µM; NR3A LBD differential scanning fluorimetry, Tm shift; 0% = protein alone, 100% = glycine-bound protein;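 active = melting temperature shift of at least 10% of the positive control shift, at one fixed dose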
CXCR6 block: inhibitors of human CXCR6 receptor | AID 602244 | inhibition, % at 20 µM | CHO-K1 PathHunter CXCR6 beta-arrestin, luminescence | 360,000 compounds, 0.36% hits | O00574; in the data active = inhibition above about 34%, passing the limit was not always enough;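 also: antagonist mode with CXCL16 agonist at 10 nM final; 0% = 10 nM CXCL16 with DMSO and 100% = unstimulated wells without agonist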
A3A deaminase: inhibitors of human APOBEC3A DNA deaminase; 330,000 compounds, 0.41% hits; AID 493011; P31941; recombinant A3A, FAM/TAMRA ssDNA deamination fluorescence; inhibition, % at 20 µM;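 active = at least 40% inhibition at 20 µM here, with at most 30% in a related deaminase screen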;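 also: plate controls were A3A with DMSO for no effect and wells lacking A3A enzyme for full effect; some results filed as inactive read as strong as hits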
Target sequence (P31941 whole entry, looked up): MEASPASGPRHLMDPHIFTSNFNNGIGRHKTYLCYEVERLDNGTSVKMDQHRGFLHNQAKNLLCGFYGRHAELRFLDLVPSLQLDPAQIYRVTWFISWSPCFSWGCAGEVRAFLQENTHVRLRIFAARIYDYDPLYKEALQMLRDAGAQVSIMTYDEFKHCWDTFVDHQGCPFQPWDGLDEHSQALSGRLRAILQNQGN
CCR6 antag: blocks CCL20-driven beta-arrestin recruitment at human CCR6; P51684; CHO-K1 CCR6 PathHunter beta-arrestin, luminescence, CCL20-stimulated; inhibition, % at 20 µM; 340,000 compounds, 0.49% hits;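 active = compounds whose inhibition of the agonist-driven luminescence signal at 20 µM reaches about 50%, limit read from the data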;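 also: cells stimulated with CCL20 at 14 nM final; plate controls were DMSO with CCL20 for no effect and DMSO without agonist for full effect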
A3G deaminase: blocks human APOBEC3G single-stranded DNA deamination. Q9HC16. recombinant A3G, ssDNA deamination FAM/TAMRA fluorescence. inhibition, % at 20 µM. 330,000 compounds, 0.28% hits;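 active = inhibition of at least 40% at 20 µM, with no more than 30% in the related APOBEC3A deaminase screen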;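 also: plate controls were DMSO wells with A3G for no effect and wells lacking A3G enzyme for full effect; some compounds called inactive have numbers as strong as hits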
Target sequence (Q9HC16 whole entry, looked up): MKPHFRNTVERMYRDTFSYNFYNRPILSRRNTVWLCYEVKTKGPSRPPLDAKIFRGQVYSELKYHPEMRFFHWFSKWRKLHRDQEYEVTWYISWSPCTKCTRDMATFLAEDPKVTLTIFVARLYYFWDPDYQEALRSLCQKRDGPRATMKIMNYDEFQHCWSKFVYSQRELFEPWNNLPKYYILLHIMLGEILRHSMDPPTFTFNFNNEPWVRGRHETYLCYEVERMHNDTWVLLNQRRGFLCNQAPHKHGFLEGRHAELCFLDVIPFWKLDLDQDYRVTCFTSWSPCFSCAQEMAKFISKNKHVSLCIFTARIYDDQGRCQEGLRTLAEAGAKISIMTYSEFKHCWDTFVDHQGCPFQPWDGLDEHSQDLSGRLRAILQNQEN
Gli-Sufu antag: antagonists of Gli-Sufu signaling; AID 588413; Sufu-KO-LIGHT fibroblasts, Gli luciferase reporter luminescence; 340,000 compounds, 0.74% hits; inhibition, % at 5 µM;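 active = inhibition above about 55%, limit read from the data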;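 also: 0% = DMSO-treated cells and 100% = wells with medium but no cells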
MPTP inh: permeability transition pore inhibition | 360,000 compounds, 1.4% hits | inhibition, % at 10 µM | AID 602449 | isolated mouse mitochondria, Ca2+ swelling absorbance, 30 min;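 active = inhibition of 50% or more, scaled per plate between neutral and stimulator controls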;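 also: 0% = DMSO wells given calcium and 100% = 1 mM EGTA wells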
EBI2 block: EBI2 (human) antagonism | P32249 | EBI2 beta-arrestin recruitment, luminescence, 7a,25-OHC stimulated | inhibition, % at 5 µM | 360,000 compounds, 0.81% hits | AID 651636; in the data active = inhibition above about 38%;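 also: enzyme fragment complementation signal reports receptor beta-arrestin coupling in cells; 0% = agonist plus DMSO wells and 100% = wells without agonist; some results beyond the cut were filed as inactive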
Target sequence (P32249 whole entry, looked up, the tested form may be a part): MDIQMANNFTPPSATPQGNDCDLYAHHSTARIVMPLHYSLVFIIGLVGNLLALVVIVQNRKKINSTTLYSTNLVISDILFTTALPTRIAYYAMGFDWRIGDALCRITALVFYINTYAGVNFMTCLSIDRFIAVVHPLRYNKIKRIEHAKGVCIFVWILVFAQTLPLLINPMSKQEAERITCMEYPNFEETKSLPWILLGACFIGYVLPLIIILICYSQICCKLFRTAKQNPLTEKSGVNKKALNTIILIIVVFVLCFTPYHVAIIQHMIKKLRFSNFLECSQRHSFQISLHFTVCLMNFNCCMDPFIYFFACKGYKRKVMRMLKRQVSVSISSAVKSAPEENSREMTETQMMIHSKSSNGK
An asterisk follows results filed as active; / = no result given. Outcome played no part in choosing rows. Share with any hit: about 5.8%.

Start of the data: the first 3 entries, ahead of the listing:
SMILES	NR3A LBD binder	CXCR6 block	A3A deaminase	CCR6 antag	A3G deaminase	Gli-Sufu antag	MPTP inh	EBI2 block
CCCCn1c(N)c(N(CC(C)C)C(=O)C2=NN(c3ccccc3)C(=O)CC2)c(=O)[nH]c1=O	-1	-8	-2	0	2	-2	-1.0	-4
Oc1ccc(-c2onc3ccc(Cl)cc23)cc1	-10	12	-2	-27	-8	2	0.3	-2
O=C(CCN1CCC2CCC(C2)C1)c1ccccc1 (centres undefined)	-2	-5	/	1	/	7	-0.9	-8

The list itself (from the top)
SMILES	NR3A LBD binder	CXCR6 block	A3A deaminase	CCR6 antag	A3G deaminase	Gli-Sufu antag	MPTP inh	EBI2 block
CCCCn1c(N)c(N(CC(C)C)C(=O)C2=NN(c3ccccc3)C(=O)CC2)c(=O)[nH]c1=O	-1	-8	-2	0	2	-2	-1.0	-4
Oc1ccc(-c2onc3ccc(Cl)cc23)cc1	-10	12	-2	-27	-8	2	0.3	-2
O=C(CCN1CCC2CCC(C2)C1)c1ccccc1 (centres undefined)	-2	-5	/	1	/	7	-0.9	-8
COC(=O)c1nn(-c2ccccc2)c(=O)cc1Sc1ccc(Cl)cc1	0	-1	-1	11	-2	0	-0.2	2
Cc1ccc(S(=O)(=O)N2CCN(C(=O)[C@H](Cc3ccccc3)NC(=O)c3ccco3)CC2)cc1C	0	-2	-1	7	-7	-1	-0.1	-3
Nc1ccccc1C(=O)NC1CCCNC1=O (centres undefined)	1	-2	-1	7	-9	3	0.8	-12
Nc1nonc1-n1nnc(C(=O)N/N=C/c2ccccc2F)c1CN1CCc2ccccc21	3	2	-6	9	-4	-1	-1.8	6
CC(C(N)=O)N1C(=O)c2cccc3cccc1c23 (centres undefined)	0	0	0	-11	-3	1	-0.6	1
O=C(CSc1nc(C(F)(F)F)cc(=O)[nH]1)N1CCOCC1	-1	-2	-4	4	-11	-11	0.6	-7
COc1ccc(S(=O)(=O)N2CCCC(C(=O)NCC3CCCO3)C2)cc1C (centres undefined)	-3	-3	-2	-6	-3	9	-1.2	-1
CC(C)NC(=O)C1=NN(c2ccccc2)C(=O)CC1	-2	-4	-5	-2	-9	0	4.7	-4
Cc1ccc(NC(=O)CN2CCCC2)c2c1CC(C)(C)O2	0	4	-3	2	-9	-2	-0.9	-16
COC(=O)N/N=C/c1cc(C)n(-c2ccc(Br)cc2)c1C	-1	0	-4	1	-7	-5	2.9	-4
O=C(CC(Cc1ccccc1)C(=O)O)Nc1ccc(F)cc1 (centres undefined)	-1	0	-6	19	0	10	-0.7	7
Clc1ccc(-c2nnc(C34CC5CC(CC(C5)C3)C4)o2)cn1	0	-3	-2	-5	-7	-3	0.5	3
COCCN(Cc1nc2ccccc2c(=O)[nH]1)C(=O)COc1c(C)cc(Cl)cc1C	1	1	0	8	-8	-2	-0.4	13
O=C(c1ccc(CSc2nc3ccncc3[nH]2)cc1)N1CCN(c2cccc(Cl)c2)CC1	-9	-4	-4	-3	-4	58*	90*	-3
Cn1c(=O)cc(OCCCC(=O)NCCCN2CCN(Cc3ccccc3)CC2)c2ccccc21	1	7	3	10	-4	5	0.4	4
Cn1c(=O)c2[nH]c(COc3ccccc3)nc2n(C)c1=O	-1	-3	/	0	/	6	-0.4	0
NC(=O)N\N=C/C=C/C=C/c1ccc(F)cc1	2	0	-5	11	-6	-1	2.3	-2
CC(C)CCN1C(=O)c2ccc(C(=O)N3CCCCC3)cc2C1=O	0	1	2	-8	-3	-3	-0.9	-4
COc1cccc(NC(=S)N2CCN(c3ccc([N+](=O)[O-])cc3)CC2)c1	-2	-1	1	25	-1	46	38	1
Cc1ccc(N(C)C(=O)c2cnn(-c3ccccc3)c2C)c(C)c1	-4	-1	-2	8	-6	1	6.0	-7
N#Cc1cccnc1Nc1cccc(Cl)c1	-7	-8	2	14	1	-7	20	-8
CC1(C)Cc2c(cnn2-c2cccc(F)c2)C(NC(=O)CSc2ccccn2)C1 (centres undefined)	0	-4	-2	23	-6	2	-0.6	-37
CCCn1nnnc1-c1cc(Cl)cc(Cl)c1	-1	6	-2	-7	-6	3	-0.7	-4
CC(CNC1CCCCC1)OC(=O)c1ccccc1 (centres undefined)	4	0	-1	-1	1	5	-2.3	-1
COCCN(C(=O)COC(=O)C1CC1)c1c(N)n(Cc2ccccc2)c(=O)[nH]c1=O	2	5	4	4	-10	-9	-0.6	-3
OC(c1ccccc1)C(NCCNCc1ccccc1)c1ccccc1 (centres undefined)	0	6	/	13	/	9	3.0	0
COc1ccc(/C=N/Nc2cc(=O)n(C)c(=O)n2C)cc1OC	7	-4	-5	6	-7	-1	-3.2	-3
CCOc1cc(/C=C2/C(=N)N3C=CSC3=NC2=O)ccc1OCCCOc1ccccc1C	2	2	1	16	9	-22	0.1	-5
CCCCCN1CC(=O)N2Cc3[nH]c4ccccc4c3C[C@H]2C1=O	-5	2	2	9	-5	9	-1.2	-4
CCOc1ccccc1CN1CCN(Cc2ccon2)CC1CCO (centres undefined)	0	4	4	-1	2	7	1.1	-5
O=C(c1cccc(F)c1)N1CCN(S(=O)(=O)c2ccc(C(F)(F)F)cc2)CC1	1	1	2	-3	-6	14	0.8	4
CC12CCCCC1c1ccccc1C(=NCC(=O)O)N2 (centres undefined)	1	1	-2	-22	-6	-16	-0.6	-6
Cc1ccc(NC(=S)N(CCCN2CCOCC2)Cc2cccnc2)cc1C	1	7	-1	-6	-8	8	6.9	4
COC(OC)c1ccc(C#N)c(=O)[nH]1	-1	-3	-3	-11	-5	12	1.2	-6
O=C(OCC(=O)N1CCCc2ccccc21)c1ccc(S(=O)(=O)C(F)F)cc1	0	6	17	5	-5	-4	-0.8	-8
Cc1ncc(S(=O)(=O)C(C)(C)C)c(N)n1	3	-1	-3	8	-6	0	0.9	-4
Cc1ccc2nc(-c3ccc(F)cc3)nc(SCC(=O)NCC3CCCO3)c2c1 (centres undefined)	0	0	2	18	-2	-2	0.9	8
CC1(CCC#N)N=C(SCCC#N)N(c2ccccc2)C1=O (centres undefined)	1	-3	-1	1	-4	23	1.0	-5
CCN1C(=O)/C(=C/c2cc(C)n(C)c2C)SC1=Nc1ccc(OC)cc1	-33	9	-1	20	14	7	1.8	16
CCN(CC(=O)Nc1ccc(OC)cc1)C(=O)Cc1coc2cc(C)c(C)cc12	-2	1	0	9	3	-1	0.7	-11
CCOc1cc(C)cc2oc(=O)cc(-c3ccccc3)c12	-3	12	2	4	1	0	0.7	19
Cc1ccc2oc(=O)cc(CN3CCN(C/C=C/c4ccccc4)CC3)c2c1	5	-5	1	17	-4	7	-0.2	35
CN(c1ccccc1C(=O)N1CCN(Cc2ccc3c(c2)OCO3)CC1)S(C)(=O)=O	-2	0	2	0	-3	1	0.6	2
CC(=O)C1CCC2C3CC=C4N(C)C(=O)CCC4(C)C3CCC12C (centres undefined)	0	-2	/	2	/	4	-0.3	-7
CC(=O)Nc1ccc(SCC(=O)Nc2cc(C(C)(C)C)nn2-c2ccccc2)cc1	10	-4	-2	10	0	-6	3.2	-4
Cc1cc(=O)n2c(n1)NC(Nc1cccc(C)c1C)=NC2c1ccc(F)cc1 (centres undefined)	0	5	-4	5	-7	18	1.5	4
CCOC(=O)N/N=C/c1ccccc1OCc1ccc(Cl)cc1	-3	-4	6	15	-3	-36	1.7	-27
COc1cc(OC)nc(NC(=O)C(C)C)n1	-1	-1	-3	10	-13	-18	-1.9	2
CCOC(=O)c1nnn(CC(=O)Nc2cccc(Cl)c2C)c1C(=O)OCC	1	0	-1	15	-1	3	-2.6	-4
COc1ccc(CC(=O)Oc2ccccc2Cl)cc1S(=O)(=O)N1CCOCC1	-1	-4	0	0	3	-11	-0.3	10
CNC(=O)C(=O)NCC1OCCN1S(=O)(=O)c1ccc(C)cc1 (centres undefined)	11*	0	-7	8	-9	-4	-1.5	-5
COc1cc(OC)cc(C(=O)Nc2ccn(C)n2)c1	1	-2	-1	0	-6	0	-1.0	-8
COc1ccc(-c2cc(C(=O)N(C)Cc3ccccc3)c3ccccc3n2)cc1	1	5	-7	7	-3	-14	2.4	3
COc1ccc(/C=N/NC(=O)c2[nH]c(C)c(C(=O)N/N=C/c3ccc(OC)cc3)c2C)cc1	9	2	0	5	-3	1	1.5	-17
COc1ccccc1CNC(=O)c1c(-c2ccccc2Cl)noc1C	-1	-3	-5	2	-4	34	-1.7	3
O=C(Nc1ccc(N2CCN(C(=O)c3ccccc3)CC2)cc1)c1ccc([N+](=O)[O-])o1	-2	-10	/	-2	/	13	2.1	9
NS(=O)(=O)c1ccc(CNC(=O)c2cc(=O)c3ccccc3o2)cc1	-1	-3	-3	5	-9	7	-0.4	2

Going on with the list:
SMILES	NR3A LBD binder	CXCR6 block	A3A deaminase	CCR6 antag	A3G deaminase	Gli-Sufu antag	MPTP inh	EBI2 block
COC(=O)c1ccc(CNC(=O)c2ccc(S(=O)(=O)N3CCCCCC3)cc2)cc1	3	9	5	17	-3	1	-1.0	13
CS(=O)(=O)N(CC(=O)N1CCc2ccccc2C1)Cc1ccccc1	0	7	-2	2	-3	2	-0.8	3
COc1ccc(NC(=O)CSc2nnc(Cn3cnc([N+](=O)[O-])n3)n2C)cc1	-2	-22	1	-7	-4	4	0.8	-14
COc1ccc(C(=O)Nc2ccccc2C(=O)NC(Cc2ccc(O)cc2)C(=O)NNC(=O)c2ccccc2Cl)cc1 (centres undefined)	0	-12	-9	-6	-11	-3	-1.6	-1
CCCN(CCC)CCNC(=O)C1CCN(Cc2nc(-c3ccc(Cl)cc3)oc2C)CC1	-1	-5	0	-2	1	15	-7.8	-3
O=C(Cn1c(=O)sc2ccccc21)Nc1ccccc1	2	5	-17	-20	-6	-10	-1.5	11
Cc1cccc(C2c3[nH]c4ccccc4c3CCN2C(=O)c2cc3c([nH]c2=O)CCCC3)n1 (centres undefined)	-3	3	0	-2	1	14	-1.8	-1
Cc1cccc(C)c1NC(=O)C(C)Sc1nnc(C)n1CC1CCCO1 (centres undefined)	-3	0	5	-10	-2	40	-0.6	-5
C=C(C)C(=O)N1CC2(CC(c3cccc(NC(=O)COc4ccc(Cl)cc4)c3)=NO2)C[C@@H]1C(N)=O (some centres undefined)	6	8	-11	-1	-15	4	-1.6	-3
O=C(CCNC(=O)C1CCN(S(=O)(=O)c2ccc(F)cc2)CC1)NCc1cccc(Cl)c1	0	-4	0	-12	-1	5	-1.4	-5
CN(CC(=O)Nc1ccc(Cl)c(Cl)c1)C(=O)c1cccc2cccnc12	0	0	-5	6	-10	4	0.8	-11
N=c1oc2ccc3ccccc3c2cc1C(N)=S	4	-2	3	11	6	6	-1.0	-12
O=C(c1ccc(Cl)cc1)n1cnc2ccccc21	-1	-7	-5	-2	-9	1	1.7	-6
CCN=c1scc(C)n1/N=C/c1cc(Br)c(O)c(Br)c1	-3	-5	3	6	18	-7	0.6	4
CCOC(=O)c1cccc(NC(=O)CCS(=O)(=O)c2ccc(Br)s2)c1	-2	-2	-3	1	-6	0	4.6	2
Cc1ccccc1NS(=O)(=O)c1ccc(C(=O)N(C)CC(=O)Nc2ccccc2Br)cc1	3	4	-4	4	-8	-1	0.9	10
CCCCCCCCc1nnc(N)s1	0	-4	-1	6	1	-3	2.6	-8
COCC1CCCN(C(=O)c2ccc3oc(CCCc4ccccc4)nc3c2)C1 (centres undefined)	-1	-15	0	11	1	2	2.4	4
CCN(CCNS(=O)(=O)c1ccc2[nH]c(=O)sc2c1)c1ccccc1	-2	-10	-3	5	-6	-1	-1.1	4
CCCCc1c(O)nc(SCC(=O)N2CCCCC2)[nH]c1=O	0	-11	-3	10	-5	6	-0.4	-5
CCOP(=O)(c1ccccc1)C(O)c1ccc([N+](=O)[O-])cc1 (centres undefined)	-1	1	-3	18	-4	-3	-0.9	-16
CCOc1ccccc1NC(=O)C1CCCCN1S(=O)(=O)c1ccc(F)cc1 (centres undefined)	-1	-6	-5	11	-3	-13	0.0	9
